Tn7 DDE FP – inhibitors of Tn7 peptide binding to fibrin DD(E), primary screen, biochemical, fluorescence polarization, human fibrin, Tn7 probe. Fibrinogen beta chain (Homo sapiens), P02675. hit rate 0.13% among 370,000. FP displacement of FITC-Tn7 peptide from fibrin DD(E); 0% = median of compound wells per plate. inhibition, % at 8.3 µM;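 active = inhibition above the mean of compounds falling within the control limits plus 3 SD of them, cut at about 14% in these data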;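 note: 0% = plate median of compound wells and 100% = 10 µM Aha-Tn7 peptide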
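Also added: labelled Tn7 tracer, 0.1 µM; Assay system: human fibrin DD(E) protein; Amount: 2 µM fibrin DD(E); Schedule: 10 min compound pre-incubation, 3 h probe incubation at room temperature; Repeats: one replicate per compound; Read-out basis: percent inhibition; Measured by: fluorescence polarization of the labelled Tn7 tracer.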
LEDGF integ inh – blockers of LEDGF/p75-dependent integrase strand transfer – biochemical, TR-FRET, high throughput, primary screen. HIV-1 integrase (with human LEDGF/p75). TR-FRET IN-LEDGF/p75 DNA integration, Eu/Cy5. inhibition, % at 3.7 µM. hit rate 0.64% among 370,000. AID 743269, 2014;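 active = inhibition above the screen-wide mean plus 3 SD, cut at about 13% in these data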;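 note: signal is the Cy5 over europium emission ratio at 671 and 618 nm; 0% = plate median of compound wells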
UHRF1 MBD2 ctr – UHRF1 methylated DNA binding inhibitors, primary screen, counter-screen for MBD2 inhibitor project, biochemical, TR-FRET, human UHRF1, single concentration; E3 ubiquitin-protein ligase UHRF1 (Homo sapiens), Q96T88; hit rate 0.75% among 370,000; UHRF1 binding to methylated oligo; inhibition, % at 4.4 µM; AID 687016, 2013; in the data active = inhibition above about 21%;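 note: UHRF1 SRA domain binding a hemimethylated CpG hairpin DNA probe; 0% = median of test compound wells and 100% = reference inhibitor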
SIAE primary – human SIAE inhibitors, primary screen, biochemical, fluorescence polarization, FP-Rh probe, 1536-well HTS | hit rate 0.69% among 370,000 | AID 1053197, 2014 | inhibition, % at 9.66 µM | SIAE FP-Rh probe binding | Sialate O-acetylesterase (Homo sapiens), Q9HAT2;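 active = inhibition above a cutoff: mean of compounds within the control limits plus 3 SD of those, cut at about 17% in these data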;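 note: 0% = plate median of compound wells and 100% = probe without SIAE protein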
Target sequence (Q9HAT2 whole entry, looked up): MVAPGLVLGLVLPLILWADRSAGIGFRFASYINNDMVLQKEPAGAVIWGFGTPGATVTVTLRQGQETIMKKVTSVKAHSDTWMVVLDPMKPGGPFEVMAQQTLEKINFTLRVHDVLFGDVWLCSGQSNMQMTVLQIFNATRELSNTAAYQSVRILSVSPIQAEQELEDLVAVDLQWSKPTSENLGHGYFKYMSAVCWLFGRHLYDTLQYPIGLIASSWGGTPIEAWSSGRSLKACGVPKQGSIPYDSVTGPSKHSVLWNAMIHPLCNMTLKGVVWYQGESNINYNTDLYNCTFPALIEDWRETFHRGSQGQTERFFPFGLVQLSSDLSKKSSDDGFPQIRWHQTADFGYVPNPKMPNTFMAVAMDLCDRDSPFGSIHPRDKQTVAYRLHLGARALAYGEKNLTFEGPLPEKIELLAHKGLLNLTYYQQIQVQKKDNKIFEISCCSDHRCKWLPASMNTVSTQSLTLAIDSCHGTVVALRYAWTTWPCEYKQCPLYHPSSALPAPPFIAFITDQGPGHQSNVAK
ABHD4 inh – ABHD4 inhibitors, primary screen, biochemical, fluorescence polarization, mouse; purified mABHD4, FP-Rh probe fluorescence polarization; inhibition, % at 8.92 µM; hit rate 0.54% among 370,000;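 active = inhibition exceeding the mean over every tested compound plus 3 SD, cut at about 30% in these data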;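 note: 0% = plate median of compound wells and 100% = S159A mutant with DMSO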
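Assay system: mABHD4 protein; medium: HEPES pH 7.0, NaCl, Pluronic buffer; dosing: 8.92 µM, single dose; schedule: 45 min + 60 min at 25 °C; signal: FP readout, ex 525 nm / em 598 nm; read-out: normalized percent inhibition of probe labeling; repeats: single replicate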
PG9 Ab binder – binders of HIV-1 gp120 antibody PG9, primary screen, biochemical, TR-FRET. HIV-1 gp120 / PG9 antibody interaction. TR-FRET gp120-PG9 antibody binding. inhibition, % at 6.7 µM. hit rate 0.43% among 360,000. AID 624416, 2012; in the data active = inhibition above about 8.5%
HTRA1 inhibitor – HTRA1 serine protease inhibitors, primary screen, biochemical, fluorescence polarization, HTS; Q92743; recombinant HTRA1, FP-rhodamine activity-based probe; inhibition, % at 5.96 µM; hit rate 0.5% among 340,000; in the data active = inhibition above about 36%;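 note: 0% = enzyme with DMSO and 100% = wells lacking enzyme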
PRMT1 inh – PRMT1 methyltransferase inhibitors, primary screen, biochemical, fluorescence polarization; Protein arginine N-methyltransferase 1 (Homo sapiens), Q99873; recombinant PRMT1, activity-based probe fluorescence polarization; inhibition, % at 2.79 µM; hit rate 1.3% among 370,000; AID 652257, 2013;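 active = inhibition above about 21% made by adding two undisclosed values, limit read from the data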
Target sequence (Q99873 whole entry, looked up): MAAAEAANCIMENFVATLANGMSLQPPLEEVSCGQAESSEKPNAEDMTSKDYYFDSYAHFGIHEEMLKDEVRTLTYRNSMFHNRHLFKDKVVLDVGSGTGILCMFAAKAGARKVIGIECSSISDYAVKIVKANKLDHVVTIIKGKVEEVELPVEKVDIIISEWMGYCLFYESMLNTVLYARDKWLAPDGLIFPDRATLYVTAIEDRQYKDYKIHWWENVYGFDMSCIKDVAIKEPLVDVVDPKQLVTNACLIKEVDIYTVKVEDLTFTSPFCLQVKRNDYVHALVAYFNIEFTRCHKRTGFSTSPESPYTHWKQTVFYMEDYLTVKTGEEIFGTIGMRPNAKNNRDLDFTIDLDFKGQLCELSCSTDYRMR
TDP2 absorb – human TDP2 enzyme inhibitors, primary screen, biochemical, epi absorbance, recombinant enzyme; Tyrosyl-DNA phosphodiesterase 2 (Homo sapiens), O95551; T5PNP hydrolysis, p-nitrophenol absorbance 415 nm; inhibition, % at 12.8 µM; hit rate 0.34% among 370,000;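 active = inhibition above the mean of all tested compounds plus 3 SD, set per campaign, cut at about 25% in these data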;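 note: 0% = DMSO with enzyme and 100% = buffer with substrate but no TDP2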
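Test system: human TDP2 enzyme; Input: 120 nM TDP2 per well; Buffer or medium: Mg2+-containing Tris-HCl buffer, pH 7.5; Reagent: 5 mM T5PNP; Dosing: 12.8 µM single point, 1% DMSO; Incubation: reaction 2 h, 37 °C; Detection: p-Nitrophenol epi absorbance; Read-out: % inhibition relative to enzyme-containing and enzyme-free wells; Replicates: single well per compound.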
TCR CD3 inh – inhibitors of human TCR-CD3 interaction, primary screen, biochemical, fluorescence, TAMRA-labeled TCR probe; T-cell receptor (TCR); inhibition, % at 9.4 µM; hit rate 0.37% among 360,000; in the data active = inhibition above about 19%;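 note: recombinant mutant TCR 2C K166C tagged with TAMRA read by polarization; 0% = receptor in buffer alone and 100% = receptor with positive control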
The depositor's hits bear a star; / = not tested or not shown.

Order of results: PRMT1 inh	LEDGF integ inh	TDP2 absorb	HTRA1 inhibitor	Tn7 DDE FP	ABHD4 inh	PG9 Ab binder	SIAE primary	TCR CD3 inh	UHRF1 MBD2 ctr
1: CON(C)C(=O)CCN(Cc1ccccc1)C(=O)OC(C)(C)C
 : -1	-4	8	-1	4	0	0.3	0	0	-2
2: COc1ccc(-c2cc(CNS(=O)(=O)c3cc(OC)ccc3OC)on2)cc1
 : -1	0	9	1	8	0	-0.8	-2	4	1
3: CCCOc1ccc(OCCCCNC(C)CC)cc1 (centres undefined)
 : 2	0	2	2	8	5	1.4	2	-4	2
4: O=C(CCN1C(=O)c2ccccc2C1=O)N1CCN(c2ccccn2)CC1
 : 4	2	-8	0	4	0	3.0	7	0	4
5: Cc1ccc(NN=C2c3ccccc3-c3ccccc32)cc1
 : 20	-9	-14	7	-6	5	-0.5	13	-1	7
6: OCCOc1ccc(C2=NCCO2)cc1
 : -2	0	2	-2	-1	-2	0.0	4	6	1
7: Cc1ccc([N+](=O)[O-])c(-c2n[nH]c(=S)n2-c2cccc(Cl)c2)c1
 : 16	-5	-10	6	1	-1	0.5	-2	5	6
8: O=C(COc1ccc2ccc(=O)oc2c1)N1CCc2ccccc21
 : -1	0	1	-11	2	-7	-0.2	-3	0	-2
9: COc1ccc(NC(=O)C2Cc3c(-c4ccc5c(c4)OCO5)ccnc3O2)cn1 (centres undefined)
 : -1	1	4	/	1	-3	-1.5	6	11	-1
10: Cc1cc(C)cc(NS(=O)(=O)c2c(C(=O)N3CCCCCC3)c(C)n(C)c2C)c1
 : 1	-2	4	1	3	2	0.9	-3	0	1
11: CCn1cc(/C=N/NS(=O)(=O)c2ccc(C)cc2)c(C)n1
 : -1	1	3	-2	-4	4	-1.6	-12	-2	-2
12: Cc1ccc(S(=O)(=O)NC(C)C(=O)N2CCOCCOCCOCC2)cc1 (centres undefined)
 : -3	-1	-1	20	0	1	-0.2	1	6	-4
13: CCc1ccc(N2CC(C(=O)Nc3cccc(C(=O)NC4CC4)c3)CC2=O)cc1 (centres undefined)
 : 1	8	-5	-5	-9	-3	0.5	-9	7	-2
14: Cc1nnc(SCC(=O)NCCC2=CCCCC2)[nH]c1=O
 : 2	2	1	9	0	5	-0.5	8	9	2
15: O=C(CN1C(=O)NC2(CCCC2)C1=O)NCCc1ccc(Cl)cc1Cl
 : 4	1	-10	-1	3	-8	2.2	5	-6	0
16: O=C(CNC(=O)c1ccncc1)N/N=C/c1cc(Br)ccc1OCc1ccccc1
 : 3	-5	-10	-43	6	-19	-0.1	-9	-8	3
17: COC(=O)[C@]12C[C@H](CC(=O)NCc3cccc4ccccc34)C(=O)N(Cc3ccccc3)C1=C[C@H](C(C)(C)C)O[C@@H]2C
 : 1	-2	-8	/	2	-3	-0.3	-12	8	-2
18: CCCC1NC(=O)c2cccnc2-n2c1nc1ccc(Br)cc1c2=O (centres undefined)
 : 3	-3	2	2	10	1	-0.1	-2	-1	-3
19: CCOC(=O)c1cnc2c(ccc3ccccc32)c1NCCN(C)C
 : 3	0	2	-16	-1	5	-1.1	-6	-6	3
20: CCOC(=O)C(=CNc1cc(C)ccc1C)C(=O)OCC
 : -1	-1	-5	-11	0	3	-2.8	-5	9	-1
21: CCOC(=O)C1=C(CS(=O)(=O)c2ccccc2)NC(=O)NC1c1ccc(OC)c(OC)c1 (centres undefined)
 : -3	-3	-2	1	4	2	1.1	7	3	1
22: COc1ccc(CC(=O)NCc2nnc(SCCOc3ccccc3)n2C)cc1
 : -2	0	6	-2	-3	-1	2.7	1	-6	1
23: CC(C)(O)C1=C[N+](=O)CC=C1
 : 0	-2	5	/	2	2	-0.6	1	10	0
24: Cc1ccc(N(C(=O)c2snc(C(N)=O)c2N)C(C(=O)NC2CCCC2)c2ccco2)cc1 (centres undefined)
 : -1	0	-6	-9	-7	-3	-2.9	6	-1	-1
25: CCOC(=O)c1c(NC(=O)CC)sc(C(=O)NC2CCCC2)c1C
 : 3	-6	-12	-7	3	-2	1.6	-4	-7	1
26: Cc1ccc(S(=O)(=O)N2CCN(C(=O)c3c(-c4ccccc4)noc3C)CC2)cc1C
 : -2	1	1	9	0	5	-0.6	3	4	0
27: CN(CC(=O)Nc1ccc(Cl)c(C(F)(F)F)c1)C(=O)c1cnccn1
 : -1	-2	-4	6	-4	5	-0.2	4	1	-2
28: Cc1cccc(C(=O)OC(C)C(=O)N2CCN(Cc3ccccc3)CC2)c1 (centres undefined)
 : -3	-1	-3	-5	3	-2	1.1	-5	1	3
29: COCCNC(=O)c1nn(-c2cc(OC)cc(OC)c2)c(=O)c2ccccc12
 : -1	1	9	1	-2	8	-1.0	-2	4	-1
30: Nc1cc(=O)[nH]c(SCC(=O)Nc2ccccc2Sc2ccc(Cl)cc2)n1
 : 2	-3	-16	-14	2	-5	-0.9	-13	5	-1
31: Cc1cc(N)n(-c2cc(C)c3ccccc3n2)n1
 : 4	-8	-14	-3	-5	7	1.6	-2	-4	0
32: C=CCc1cc(C=O)cc(OCC)c1OCc1ccc(Cl)cc1
 : 1	3	7	-37	0	1	-0.8	0	3	0
33: O=C(N/N=C/c1ccc(COc2ccc(Br)cc2)o1)c1ccco1
 : 1	4	10	-14	-6	-7	-1.4	0	0	-1
34: COC(=O)C1=C(C)N(Cc2ccccc2)C(=O)N[C@H]1c1ccccc1
 : -2	0	5	-7	5	4	-0.3	-5	3	-1
35: CCc1nn(C)c(N)c1C
 : -4	-1	12	0	-1	2	-1.6	13	6	-1
36: Oc1c(Br)cc(Br)cc1/C=N/c1nccs1
 : 10	3	6	7	-9	8	-1.1	4	6	-3
37: Fc1ccc(CSc2nsc(SCc3ccc(F)cc3)n2)cc1
 : 0	1	2	-4	-6	-2	-1.0	-4	1	-2
38: O=C(O)CCN1C(=O)c2ccccc2Sc2ncccc21
 : 7	2	-12	1	0	-12	-0.2	-8	-6	6
39: O=C(Nc1ccc(F)c(Cl)c1)c1ccccc1
 : 0	-3	-5	-11	8	-6	-2.2	-6	5	-2
40: Cc1noc(C)c1C(=O)OCC(=O)Nc1ccccc1C(=O)NC(C)c1ccccc1 (centres undefined)
 : 0	2	6	-19	-3	17	0.4	-1	-6	0

Excerpt: entries 37 to 40
Order of results: PRMT1 inh	LEDGF integ inh	TDP2 absorb	HTRA1 inhibitor	Tn7 DDE FP	ABHD4 inh	PG9 Ab binder	SIAE primary	TCR CD3 inh	UHRF1 MBD2 ctr
37: Fc1ccc(CSc2nsc(SCc3ccc(F)cc3)n2)cc1
 : 0	1	2	-4	-6	-2	-1.0	-4	1	-2
38: O=C(O)CCN1C(=O)c2ccccc2Sc2ncccc21
 : 7	2	-12	1	0	-12	-0.2	-8	-6	6
39: O=C(Nc1ccc(F)c(Cl)c1)c1ccccc1
 : 0	-3	-5	-11	8	-6	-2.2	-6	5	-2
40: Cc1noc(C)c1C(=O)OCC(=O)Nc1ccccc1C(=O)NC(C)c1ccccc1 (centres undefined)
 : 0	2	6	-19	-3	17	0.4	-1	-6	0

More structures
Order of results: PRMT1 inh	LEDGF integ inh	TDP2 absorb	HTRA1 inhibitor	Tn7 DDE FP	ABHD4 inh	PG9 Ab binder	SIAE primary	TCR CD3 inh	UHRF1 MBD2 ctr
41: CC1(C)CC(=O)C(C(=O)CCCCC(=O)C2C(=O)CC(C)(C)CC2=O)C(=O)C1
 : 8	-5	4	0	7	1	0.1	-2	-3	2
42: CC(=O)N1CCC(C(=O)N2c3ccccc3N=C(c3ccc4c(c3)OCO4)C2C(=O)NCc2ccccc2)CC1 (centres undefined)
 : 11	-5	-23	/	-9	-11	-1.5	0	-10	2
43: CCc1nnc(NC(=O)[C@@H]2CCCN2S(=O)(=O)c2ccc3c(c2)OCCO3)s1
 : -2	1	0	3	-2	-2	-1.4	3	0	-2
44: O=C(c1ccccc1)c1ccc(O)cc1O
 : 73*	0	-13	-12	34*	-18	-1.0	-6	-20	-13
45: COc1ccc(CC(=O)NC2CCCCN(Cc3ccc(Cl)cc3)C2=O)cc1OC (centres undefined)
 : 7	0	-13	/	4	-7	/	0	/	6
46: CCOC(=O)C1=C(COC(=O)CNC(=O)c2ccc(C(C)(C)C)cc2)NC(=O)NC1C (centres undefined)
 : 4	-4	-6	-2	11	1	3.8	4	-5	0
47: Cc1cccc(NC(=O)c2cnc3ccccn3c2=O)c1
 : -5	5	-23	-10	-2	-11	-1.0	-9	9	0
48: Cc1ccc(C)c(OCC(=O)Nc2ccncc2)c1
 : 0	-2	0	7	2	5	0.9	-1	4	-3
49: CSCCC(NC(=O)c1ccccc1Cl)C(=O)N1CCCC(C)C1 (centres undefined)
 : 4	-5	-3	-1	5	-3	1.1	3	-10	2
50: CCCCCN1CCCCC(NC(=O)c2ccc3ccccc3c2)C1=O (centres undefined)
 : -4	7	5	/	-1	6	/	0	/	-3

Single records, from the list above. Order of values: PRMT1 inh | LEDGF integ inh | TDP2 absorb | HTRA1 inhibitor | Tn7 DDE FP | ABHD4 inh | PG9 Ab binder | SIAE primary | TCR CD3 inh | UHRF1 MBD2 ctr
CC(=O)N1CCC(C(=O)N2c3ccccc3N=C(c3ccc4c(c3)OCO4)C2C(=O)NCc2ccccc2)CC1 (centres undefined) is entered as 11 | -5 | -23 | / | -9 | -11 | -1.5 | 0 | -10 | 2
CCCCCN1CCCCC(NC(=O)c2ccc3ccccc3c2)C1=O (centres undefined) is entered as -4 | 7 | 5 | / | -1 | 6 | / | 0 | / | -3
COc1ccc(CC(=O)NC2CCCCN(Cc3ccc(Cl)cc3)C2=O)cc1OC (centres undefined) is entered as 7 | 0 | -13 | / | 4 | -7 | / | 0 | / | 6

High-throughput results: PubChem BioAssay, The Scripps Research Institute Molecular Screening Center
